Assay outcomes (PubChem)
HT1080NT lethal: qHTS for induction of synthetic lethality in tumor cells producing 2HG: qHTS for the HT-1080-NT fibrosarcoma cell line | Potency, µM (doses to about 46.1 µM), inactives show at the highest dose activity, negative = less viability, usual class: cytotoxic | AID 686970, 2013 | actives 1.6% (n = 360,000) | HT-1080-NT fibrosarcoma viability, CellTiter-Glo ATP luminescence, 48 h;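 further: NT is the 2HG producing partner of a matched IDH1 knockdown line; 0% = DMSO-treated cells and -100% = media-only wells without cells; nearly all actives have a fitted effect of over 55% in size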
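Toxicity toward the 2HG-producing NT line was scored as %Activity, normalised to DMSO and no-cell wells, from CellTiter-Glo luminescence after 48 hours' treatment.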
GLP1R inv ag: qHTS of GLP-1 Receptor Inverse Agonists (Inhibition Mode); actives 1.6% (n = 410,000); Glucagon-like peptide 1 receptor (Homo sapiens), P43220; Potency, µM (doses to about 38.3 µM), for the others: top-dose activity change, negative = inhibition, usual class: inhibitors; AID 624417, 2012; HEK293 GLP-1R CRE-luciferase, luminescence, 24 h; GLP-1R form is constitutively active; further: on the % scale 0 is the no-effect control and ±100 the full control effect; nearly all actives have a fitted effect of over 55% in size
Target sequence (P43220 whole entry, looked up): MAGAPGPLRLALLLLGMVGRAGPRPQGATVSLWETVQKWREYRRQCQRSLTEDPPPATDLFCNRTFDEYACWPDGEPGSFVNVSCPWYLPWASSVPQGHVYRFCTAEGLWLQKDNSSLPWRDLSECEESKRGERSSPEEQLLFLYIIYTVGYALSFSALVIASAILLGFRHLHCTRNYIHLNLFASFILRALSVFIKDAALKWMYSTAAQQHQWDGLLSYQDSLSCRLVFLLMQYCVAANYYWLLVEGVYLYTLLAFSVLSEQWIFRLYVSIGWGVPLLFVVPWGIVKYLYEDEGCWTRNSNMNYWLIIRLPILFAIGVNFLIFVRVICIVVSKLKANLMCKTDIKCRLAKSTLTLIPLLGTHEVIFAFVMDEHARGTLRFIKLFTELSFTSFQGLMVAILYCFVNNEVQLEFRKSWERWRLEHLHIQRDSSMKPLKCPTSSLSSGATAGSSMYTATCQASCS
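Stable HEK293 clone (constitutively active GLP-1R + cAMP-response luciferase); 200 cells/uL plated, 12 h pre-culture, compound 24 hr, 37 deg C/5% CO2; detection reagent 12 min RT; luminescence.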
SW480 rereplic: A quantitative high throughput screen for small molecules that induce DNA re-replication in SW480 colon adenocarcinoma cells | actives 1.8% (n = 340,000) | SW480 DNA re-replication, Hoechst DNA content imaging, 48 h | Potency, µM (top dose mostly 46.1 µM), for the others: at the highest dose re-replication activation, most hits filed as activators; further: % of control where 0% means no effect; nearly all actives have a fitted effect of over 55% in size
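Compounds, transferred as 23 nL by pin tool, were incubated with cells for 48 hr; DNA content per nucleus was then quantified by Hoechst staining and fluorescence plate imaging.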
GLP1R cytotox: qHTS of GLP-1 Receptor Inverse Agonists: Cytotox Screen; HEK293 cAMP-luciferase reporter cells, luminescence, 24 h; Potency, µM (series often up to 38.3 µM), inactives show at the highest dose activity change, negative = inhibition, actives largely listed as inhibitors; actives 0.13% (n = 410,000);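 further: loss of luciferase light is scored as toxicity; on the % scale 0 is the no-effect control and ±100 the full control effect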
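Seeding density was 200 cells/uL; after overnight-length (12 h) culture, 23 nL compounds went on for 24 h at 37 °C. Readout used a luciferase detection reagent, luminescence taken after 12 min at room temperature.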
HT1080 IDH1KD tx: qHTS for induction of synthetic lethality in tumor cells producing 2HG: qHTS for the HT-1080-IDH1KD cell line; AID 686971, 2013; HT-1080 IDH1 knockdown viability, ATP luminescence, 48 h; Potency, µM (doses to about 46.1 µM), for inactives: top-dose activity, negative = toxicity, most hits filed as cytotoxic; actives 2% (n = 360,000);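 further: 0% = DMSO wells and -100% = cell-free medium wells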
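In this qHTS, HT-1080 cells depleted of IDH1 are exposed for 48 h at 37 °C to compound titrations. Toxicity is scored from CellTiter-Glo luminescence, with DMSO as full viability and medium alone as none.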
KB-V1 MDR tox: qHTS assay for MDR1-selective chemotherapeutics: Primary screen using the drug-selected MDR subline cells KB-V1. AID 1347076, 2019. actives 3.4% (n = 400,000). Potency, µM (titrated, usually from 46.1 µM), without a hit: at the top dose activity change, negative = cytotoxicity, usual class: cytotoxic. KB-V1 MDR cells viability, CellTiter-Glo, 72 h; further: on the % scale 0 is the no-effect control and ±100 the full control effect; nearly all actives have a fitted effect of over 60% in size
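Cytotoxicity via CellTiter-Glo luminescence after 72 h compound exposure at 37 degrees C. Cells: drug-selected KB-V1 line, DMEM phenol-red free plus 10% FBS. Compounds tested at multiple concentrations; normalized data fitted to concentration-effect curves.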
TDP-43 yeast inh: qHTS of TDP-43 Inhibitors; actives 1.8% (n = 410,000); Potency, µM (titrated, usually from 46.1 µM), inactives show at the highest dose growth rescue (activation), actives largely listed as activators; TDP-43 expressing yeast growth rescue, BacTiter-Glo, 24 h; further: % of control where 0% means no effect; nearly all actives have a fitted effect of over 50% in size
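Galactose-induced TDP-43 yeast, OD600=0.02, compound pinned; 24 hr, 30 deg C; BacTiter-Glo luminescence for growth. Inhibitors of TDP-43 toxicity read as activators.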
GLP-1R agonist: qHTS of GLP-1 Receptor Agonists; AID 624172, 2012; actives 0.007% (n = 380,000); Potency, µM (series often up to 45.6 µM), for the others: top-dose activation, actives largely listed as activators; Glucagon-like peptide 1 receptor (Homo sapiens), P43220; HEK293 GLP-1R CRE-luciferase, luminescence, 4-6 h; cells express a hypersensitive GLP-1R form; further: % of control where 0% means no effect
KB-3-1 tox: qHTS assay for MDR1-selective chemotherapeutics: Primary screen using the parental adenocarcinoma cell KB-3-1 | Potency, µM (top dose mostly 46.1 µM), inactives show at the top dose activity change, negative = cytotoxic, usual class: cytotoxic | AID 1347075, 2019 | KB-3-1 viability, CellTiter-Glo ATP luminescence, 72 h | actives 1.4% (n = 400,000); further: on the % scale 0 is the no-effect control and ±100 the full control effect; nearly all actives have a fitted effect of over 60% in size
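Multi-concentration cytotoxicity screen in KB-3-1 cells grown in DMEM lacking phenol red with 10% FBS. After 72 h at 37 °C with compound, ATP-dependent luminescence was recorded.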
* hit, by the source's call; ? = inconclusive; nt = not tested or not shown; [ ] = dose if it differs, or a comment. The call rests on the fitted dose curve; in most records, active means well fitted curve in the direction sought with a large enough effect; inconclusive means small, poorly fitted or top-dose-only effect, or another doubt; inactive means no such curve, though single readings can be large; an effect the other way counts as inactive or inconclusive. Potency means the concentration at half of the fitted maximal effect.

Start of the data: the first 3 compounds, ahead of the listing:
Short keys: A = HT1080NT lethal; B = GLP1R inv ag; C = SW480 rereplic; D = GLP1R cytotox; E = HT1080 IDH1KD tx; F = KB-V1 MDR tox; G = TDP-43 yeast inh; H = GLP-1R agonist; I = KB-3-1 tox
C=CCNc1nc2c(c(=O)n(C)c(=O)n2C)n1CCCCCC
  A: -1%	B: -6%	C: 1%	D: 5%	E: -10%	F: 1.5µM*	G: ?	H: 6%	I: 1.5µM*

CCc1cccc(CC)c1NC(=O)C1CCN(C(=O)c2ccco2)CC1
  A: 21%	B: 9%	C: -2%	D: -5%	E: 17%	F: ?	G: 4%	H: 0%	I: 8%

Cc1ccc(SSc2cc(C)ccc2N)c(N)c1
  A: -24%	B: ?	C: 15%	D: -5%	E: -15%	F: -18%	G: -91%[inhibitor]	H: -4%	I: ?

The whole of this part, repeating the preview:
Short keys: A = HT1080NT lethal; B = GLP1R inv ag; C = SW480 rereplic; D = GLP1R cytotox; E = HT1080 IDH1KD tx; F = KB-V1 MDR tox; G = TDP-43 yeast inh; H = GLP-1R agonist; I = KB-3-1 tox
C=CCNc1nc2c(c(=O)n(C)c(=O)n2C)n1CCCCCC
  A: -1%	B: -6%	C: 1%	D: 5%	E: -10%	F: 1.5µM*	G: ?	H: 6%	I: 1.5µM*

CCc1cccc(CC)c1NC(=O)C1CCN(C(=O)c2ccco2)CC1
  A: 21%	B: 9%	C: -2%	D: -5%	E: 17%	F: ?	G: 4%	H: 0%	I: 8%

Cc1ccc(SSc2cc(C)ccc2N)c(N)c1
  A: -24%	B: ?	C: 15%	D: -5%	E: -15%	F: -18%	G: -91%[inhibitor]	H: -4%	I: ?

O=C(NCc1ccccn1)c1cc(-n2cnnc2)ccc1Cl
  A: 0%	B: 8%	C: -8%	D: 2%	E: -1%	F: ?	G: -6%	H: 1%	I: 7%

Cc1ccc(Oc2cc(NC(=O)CCCn3nc([N+](=O)[O-])c(Cl)c3C)cc([N+](=O)[O-])c2)cc1
  A: 15%	B: -17%	C: -8%	D: 10%	E: 8%	F: ?	G: -1%	H: 4%	I: -8%

c1ccc(OCc2nnc3n2CCCCC3)cc1
  A: 11%	B: -5%	C: -15%	D: -12%	E: 5%	F: 26%	G: -2%	H: 1%	I: 12%

O=C(NC1CCCCC1)C(c1ccccc1F)N(Cc1ccco1)C(=O)Cn1nnc2ccccc21 (stereo not given)
  A: -8%	B: -7%	C: -2%	D: -15%	E: -1%	F: 4%	G: 1%	H: -28%	I: -10%

CSCCC(NC(=O)COc1ccccc1)C(=O)N(C)Cc1cccc(F)c1 (stereo not given)
  A: 5%	B: ?	C: -19%	D: -31%	E: 5%	F: 10%	G: 22%	H: -3%	I: 0%

O=C(NCc1ccccc1Cl)c1ccc2nc([C@@H]3O[C@H](CO)[C@@H](O)[C@H]3O)[nH]c2c1
  A: -2%	B: 4%	C: nt	D: 3%	E: 3%	F: -2%	G: -2%	H: -8%	I: 5%

O=C(Cc1cccs1)Nc1nc(-c2ccccc2)cs1
  A: -28%	B: -57%	C: -3%	D: -5%	E: ?	F: 16µM*	G: 12%	H: -7%	I: ?

c1ccc(Cn2c(-c3ccco3)nc3nc4ccccc4nc32)cc1
  A: ?	B: -35%	C: 6%	D: 61%[activator]	E: ?	F: 0%	G: -23%	H: 4%	I: -17%

CN(C)c1ccc(N=Nc2ccccc2C(=O)OCC(=O)N(C)C2CCCCC2)cc1
  A: 24%	B: 8%	C: -9%	D: -15%	E: 22%	F: 0%	G: -12%	H: -3%	I: -3%

CS(=O)(=O)Nc1ccc2c(c1)ncn2CCc1ccccc1
  A: 0%	B: 7%	C: -8%	D: 20%	E: -7%	F: -4%	G: 0%	H: -4%	I: 14%

Cc1ccc(S(=O)(=O)c2nc(S(=O)(=O)c3ccc(C)cc3)c(N3CCN(CCO)CC3)s2)cc1
  A: ?	B: ?	C: 131%	D: -29%	E: ?	F: 4%	G: 6%	H: 2%	I: -5%

COC(=O)c1ccc(S(=O)(=O)N2CCN(C)CC2)n1C
  A: -1%	B: -10%	C: -1%	D: -29%	E: 9%	F: -3%	G: 16%	H: 11%	I: -2%

Nc1nc(-c2ccc3ccccc3c2)cs1
  A: 1%	B: 24%[7.66 µM]	C: 0%	D: 7%[7.66 µM]	E: -25%	F: -16%	G: ?	H: 3%	I: -10%

CCP(=O)(c1ccccc1)C(C)(C)O (stereo not given)
  A: 16%	B: 5%	C: -3%	D: -1%	E: 18%	F: -4%	G: 25%	H: -6%	I: -7%

Cc1ccc(CNC(=O)C2COc3ccccc3O2)cc1 (stereo not given)
  A: 1%	B: -26%	C: 7%	D: 14%	E: 0%	F: -5%	G: ?	H: -9%	I: 9%

C[n+]1ccc(/C=C/c2c[nH]c3ccccc23)cc1
  A: 0%	B: ?	C: ?	D: 100%[activator]	E: -30%	F: -23%	G: -10%	H: -7%	I: 1.2µM*

CC(OC(=O)c1c[nH]c2ccccc12)C(=O)N1CCCC1 (stereo not given)
  A: 15%	B: 3%	C: 4%	D: -2%	E: 8%	F: 0%	G: 17%	H: -6%	I: 1%

CCOc1ccc(OCCSc2ccc(S(=O)(=O)N3CCN(C)CC3)cn2)cc1
  A: -14%	B: ?	C: 0%	D: 3%	E: -20%	F: -15%	G: -2%	H: -4%	I: -14%

Cc1c(CCC(C)C)c(=O)n2c([nH]c3ccccc32)c1C#N
  A: -2%	B: -1%	C: -3%	D: -13%	E: ?	F: ?	G: -28%	H: -1%	I: ?

CC(C)c1ccc(S(=O)(=O)N2CCN(C(=O)Cc3ccsc3)CC2)cc1
  A: -3%	B: ?	C: 14%	D: 19%	E: -14%	F: ?	G: -13%	H: 5%	I: -5%

CCOc1cc(/C=C2/NC(=O)N(CC(=O)OC)C2=O)ccc1O
  A: 3%	B: 27%	C: -44%[inhibitor]	D: -27%	E: -11%	F: 2%	G: 1%	H: 7%	I: 3%

Cc1ccc(C(=O)Nc2ccc3c(c2)OCO3)cc1S(=O)(=O)N1CCCCC1
  A: -5%	B: ?	C: ?	D: 0%	E: -26%	F: ?	G: ?	H: 9%	I: -23%

C[C@H](NC(=O)c1ncn2c1C(=O)NC[C@H]2C)C(=O)OC(C)(C)C
  A: 2%	B: 13%	C: nt	D: -5%	E: -1%	F: -25%	G: 18%	H: -3%	I: -1%

CC(Oc1ccc2c(=O)c(-c3ccc(Cl)cc3)c(C(F)(F)F)oc2c1)C(=O)O (stereo not given)
  A: -13%	B: -19%	C: -4%	D: -2%	E: 5%	F: -5%	G: 18%	H: 2%	I: 0%

COc1ccc(C=NNC(=O)NN=Cc2ccc(OC)c(OC)c2)cc1OC
  A: ?	B: 42%[activator]	C: -3%	D: -7%	E: ?	F: ?	G: -14%	H: 20%	I: ?

C/C(N)=C(/C#N)C(=O)COC(=O)CCCNC(=O)c1ccc(Cl)cc1
  A: -15%	B: 14%	C: -7%	D: -8%	E: -1%	F: 4%	G: 5%	H: 2%	I: -8%

O=C1c2ccccc2C(Nc2ccc3c(c2)OCO3)N1Cc1ccco1 (stereo not given)
  A: -25%	B: ?	C: -2%	D: -17%	E: -7%	F: -9%	G: 28%	H: 9%	I: 4%

COc1cc(S(=O)(=O)N2CCOCC2)ccc1NC(=O)CSc1n[nH]c(=O)[nH]c1=O
  A: 0%	B: 19%	C: 15%	D: 0%	E: 2%	F: 12%	G: 21%	H: -5%	I: 28%

O=C(CSc1ccc(Cl)cc1)Nc1ccc(N2CCN(C(=O)c3ccco3)CC2)cc1
  A: ?	B: ?	C: -1%	D: 4%	E: ?	F: -22%	G: -2%	H: -3%	I: -33%

O=CN1CCN(C(=O)c2ccc3c(c2)OCO3)CC1
  A: 13%	B: 23%	C: -7%	D: -9%	E: 5%	F: 0%	G: -4%	H: -4%	I: -2%

COc1ccc(CN2C(=O)C(CC(=O)NCCCCc3ccccc3)CC(C(=O)N(C)C)=C2C)cc1 (stereo not given)
  A: 2%	B: -10%	C: nt	D: -21%	E: 16%	F: -11%	G: 6%	H: 6%	I: 0%

CCn1c(SCC(=O)NC2CCCCC2)nnc1-c1cc2cccc(OC)c2o1
  A: -10%	B: ?	C: 1%	D: -6%	E: 2%	F: ?	G: -4%	H: 8%	I: 12%

COc1cccc(/C=C2\SC(=S)N(CCCC(=O)N3CCCCC3)C2=O)c1
  A: -1%	B: ?	C: ?	D: 5%	E: -3%	F: ?	G: -6%	H: -4%	I: ?

O=C1CCCN1CCCNS(=O)(=O)c1cccs1
  A: 1%	B: 18%	C: -28%	D: 2%	E: 7%	F: 0%	G: 7%	H: -3%	I: -13%

CC(C)CCNC(=O)NC(=O)CSc1nnc(-c2ccccc2Br)o1
  A: 4%	B: 0%	C: 7%	D: 14%	E: -2%	F: ?	G: 8%	H: 8%	I: 12%

CCN(C(=O)Cc1c(C(=O)O)n(CC)c2ccccc12)c1cccc(C(F)(F)F)c1
  A: -8%	B: -29%	C: -25%	D: -13%	E: 10%	F: 10%	G: ?	H: -6%	I: 4%

CC1CCN(C(=O)c2ccc(S(=O)(=O)Cc3cc(F)ccc3F)c([N+](=O)[O-])c2)CC1
  A: 12µM*	B: ?	C: ?	D: -7%	E: ?	F: 15µM*	G: 11µM*	H: -2%	I: 23µM*

CCC(NC(=O)c1ccc2nc(Cc3ccc(OC)cc3)oc2c1)c1ccncc1 (stereo not given)
  A: ?	B: -30%	C: -16%	D: -12%	E: 21µM*	F: -6%	G: 2%	H: -7%	I: ?

CCC(=O)N1CCc2cc(S(=O)(=O)NC(C(=O)NC(C)c3ccccc3)C(C)C)ccc21 (stereo not given)
  A: -18%	B: 21%	C: 3%	D: 8%	E: -13%	F: ?	G: 5%	H: -4%	I: -2%
